CHT allo act = CHT positive allosteric modulators, primary screen, cell-based, membrane potential dye, choline EC20 | High affinity choline transporter 1 (Homo sapiens), Q9GZV3 | CHT-expressing cells; active compounds read high; LV-AA mutant CHT in HEK293 cells | B-score at 10 µM | 310,000 tested, 0.49% active;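 active means initial fluorescence not abnormally high and integrated response B-score, plate-corrected, over 3 SD above library mean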
Target sequence (Q9GZV3 whole entry, looked up): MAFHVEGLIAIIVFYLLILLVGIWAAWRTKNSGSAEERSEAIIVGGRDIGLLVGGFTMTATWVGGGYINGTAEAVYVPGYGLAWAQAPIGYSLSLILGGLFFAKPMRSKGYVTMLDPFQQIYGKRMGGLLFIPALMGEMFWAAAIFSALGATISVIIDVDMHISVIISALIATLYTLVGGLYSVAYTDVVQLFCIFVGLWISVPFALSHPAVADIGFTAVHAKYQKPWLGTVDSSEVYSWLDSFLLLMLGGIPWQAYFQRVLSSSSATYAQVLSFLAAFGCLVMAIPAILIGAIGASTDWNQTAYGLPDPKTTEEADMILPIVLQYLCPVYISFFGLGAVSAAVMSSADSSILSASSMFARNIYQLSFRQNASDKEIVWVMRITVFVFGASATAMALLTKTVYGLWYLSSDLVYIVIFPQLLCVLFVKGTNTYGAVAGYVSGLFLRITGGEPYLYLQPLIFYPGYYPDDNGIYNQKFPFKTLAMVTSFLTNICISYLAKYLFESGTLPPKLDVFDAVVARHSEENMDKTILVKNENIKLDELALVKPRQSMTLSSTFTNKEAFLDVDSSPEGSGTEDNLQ
OX1R antag-1 = antagonists of human orexin 1 receptor (OX1R); inhibition, % at 6.6 µM; 330,000 tested, 1.8% active; AID 485270, 2010; OX1R-expressing cells, FRET antagonist read-out; Orexin/Hypocretin receptor type 1 (Homo sapiens), O43613; in the data active means inhibition mostly above about 38%, no sharp cut-off; inactive means mostly below about 40%;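 further: 0% = agonist challenge alone and 100% = reference antagonist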
Target sequence (O43613 whole entry, looked up): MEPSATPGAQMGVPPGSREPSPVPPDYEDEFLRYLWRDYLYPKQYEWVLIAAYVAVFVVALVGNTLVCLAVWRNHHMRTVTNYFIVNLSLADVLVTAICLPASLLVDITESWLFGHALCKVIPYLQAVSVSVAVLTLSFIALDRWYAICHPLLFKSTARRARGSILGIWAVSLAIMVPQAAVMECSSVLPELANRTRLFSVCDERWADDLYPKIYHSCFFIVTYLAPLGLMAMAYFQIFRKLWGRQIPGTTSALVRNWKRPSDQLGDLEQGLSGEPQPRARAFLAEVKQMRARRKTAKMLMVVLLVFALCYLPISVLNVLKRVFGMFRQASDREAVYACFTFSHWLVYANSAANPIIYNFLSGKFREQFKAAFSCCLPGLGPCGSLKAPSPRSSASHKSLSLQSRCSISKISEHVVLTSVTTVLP
OX1R antag-2 = OX1R (HCRTR1) antagonists, primary screen, fluorescence, CHO/OX1R cells, Fluo-8 calcium, orexin A. 330,000 tested, 0.43% active. Orexin/Hypocretin receptor type 1 (Homo sapiens), O43613. inhibition, % at 5 µM. AID 434989, 2010. Fluo-8 calcium fluorescence;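 active means inhibition above its plate's threshold, mean inhibition of all tested compounds on the plate plus 3 SD, cut at about 37% in these data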;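 further: 0% = orexin A challenge wells and 100% = SB-334867-A antagonist wells; not every result past the cut was called active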
An asterisk follows results filed as active; i = inactive; nt = not tested or not shown.

SMILES | CHT allo act | OX1R antag-1 | OX1R antag-2
C=C(C)C(=O)Nc1cccc(C2=NOC3(C2)C[C@@H](C(N)=O)N(C(=O)c2cc([N+](=O)[O-])cc([N+](=O)[O-])c2C)C3)c1 (some centres undefined) | i | 23 | -24
CCN(CC)c1ccc(C(=O)OCC(=O)NC(C)(C)C)cc1 | i | 8 | -21
O=C(c1cc(-c2ccc(Cl)cc2)nc2ccccc12)N1CCOCC1 | i | 30 | -8
Cc1ccc(S(=O)(=O)N(CC(=O)Nc2ccccc2C(=O)O)c2cccc(Cl)c2C)cc1 | i | 42 | -25
CCSc1nnc(NC(=O)CCCOc2ccc(C)cc2)s1 | i | 11 | -13
COc1ccc(C(=O)Nc2ccccc2C(=O)NCc2cccnc2)cc1 | i | 17 | -7
Cc1ccc2oc3c(SCc4nc5ccccc5[nH]4)nc(C)nc3c2c1 | nt | 58* | -9
CCOC(=O)c1ccccc1NC(=O)N[C@@H](C)C(=O)OC | i | 8 | -2
CCc1nccn1S(=O)(=O)c1ccc2ccccc2c1 | i | 10 | -21
CC(C)Oc1ccc(CCC(=O)NNC(=O)c2ccccc2C(=O)O)cc1 | i | 12 | -9
CC(C)c1ccc(S(=O)(=O)N2CCN(C(=O)CCNS(=O)(=O)c3ccccc3F)CC2)cc1 | i | 9 | -9
CCCCSc1nnc2[nH]c(=O)cc(N)n12 | i | 8 | 6
Cc1cc(C)n(CCNC(=O)c2ccc3c(c2)OCO3)n1 | i | 5 | 3
CCCCNc1c(-c2cccc(-c3ccc(OC)cc3)c2)nc2ccc(C)cn12 | i | 52 | 46*
CC(C)OC(=O)C(C#N)c1nc2ccccc2nc1N1CCN(Cc2ccccc2)CC1 (centres undefined) | i | 26 | -23
O=C(CCn1cccc1)Nc1cc(F)ccc1F | i | 13 | -8
COc1ccccc1S(=O)(=O)Nc1ccc2nc(C)sc2c1 | nt | 9 | 10
Cc1nnc(SCC(=O)Nc2ccc(F)cc2)n(N)c1=O | i | 7 | -16
CCCCC(=O)Nc1ccc(C(=O)c2ccccc2)cc1 | i | 28 | -10
CCOC(=O)c1ccccc1NC(=O)c1ccccc1N(C)S(C)(=O)=O | i | 2 | -20
COc1cc(NC(=O)Cc2cccc3ccccc23)c(C(=O)O)cc1OC | i | -9 | -1
CCOC(=O)c1[nH]c(C)c(C(=O)NCCc2ccc(OC)cc2)c1C | i | 11 | -31
CC1CC1C(=O)Nc1cc(S(=O)(=O)N2CCOCC2)ccc1N1CCCC1 (centres undefined) | i | 7 | -18
Cc1ccc(SCC(=O)c2ccc[nH]2)cc1 | i | 23 | -15
NC(=O)N1CCc2ccccc21 | i | 28 | -2
O=C(NCc1ccco1)C(c1ccncc1)N(CCC1=CCCCC1)C(=O)Cn1nnc2ccccc21 (centres undefined) | i | 13 | -16
COc1cc(C(=O)OCC(=O)c2cc(C)n(CC3CCCO3)c2C)ccc1OCC(=O)N1CCOCC1 (centres undefined) | i | 22 | -18
Cc1cc(Br)ccc1NC(=O)CN(C)C(=O)CN1C(=O)NC2(CCCC2)C1=O | i | 8 | -9
Cc1ccc(NC(=O)COC(=O)CCc2ccc(S(=O)(=O)N3CCOCC3)cc2)cc1C | i | 6 | -4
CCOC(=O)C1=C(c2ccccc2)N=C2SCC(=O)N2C1c1ccc2c(c1)OCO2 (centres undefined) | i | 9 | -10
COC(=O)c1[nH]c2cccc(OC)c2c1NC(=O)C(C)N1CCC(C)CC1 (centres undefined) | i | 1 | 15
COc1ccc(CCn2c(SCC(=O)Nc3cc(C)on3)nc3ccsc3c2=O)cc1OC | i | 20 | -14
CC(C)CN1CCC(=O)N(CCSc2ccc(Br)cc2)CC1 | i | 33 | -18
CCC1(c2ccc(C)cc2)NC(=O)N(CC(=O)Nc2cccc(S(=O)(=O)N3CCCC3)c2)C1=O (centres undefined) | nt | 13 | 0
Cc1cc(C)n(C2CC(=O)N(c3ccccc3)C2=O)n1 (centres undefined) | i | 9 | -2
CC/C(=N/NC(=O)CCC(=O)Nc1ccccc1OC)c1ccccc1 | i | 8 | -12
CCCc1cc(=O)oc2cc(C)cc(OC(C)C(=O)NCc3ccncc3)c12 (centres undefined) | i | 11 | -17
Clc1ccc(/C=N/NC(=Nc2ccccc2)c2ccccn2)c(Cl)c1 | i | 19 | 0
O=C(Nc1ccccc1Cl)N1CCSc2ccccc21 | i | -3 | 10
CCCC(CCC)C(=O)Oc1cc(C)[nH]c(=O)c1[N+](=O)[O-] | i | 6 | -23
O=C(CN1CCOc2ccccc21)NCc1ccc(F)cc1 | i | 7 | -16
C=CCC(C(=O)c1ccccc1)[N+](C)(C)CC=C (centres undefined) | i | 1 | -10
COCCCNC(=O)CC1C[C@H](C(=O)N2CCCCC2)[C@@]2(CCc3ccccc3)c3[nH]c4ccccc4c3CCN2C1=O (some centres undefined) | nt | 3 | -27
O=C(O)c1cnc(-c2ccccc2)nc1Sc1cccc(Cl)c1 | i | 62 | 6
Cc1ccc(CNC(=O)COC(=O)c2ccc(Br)cc2)cc1 | i | 11 | -7
CC1CN(C(=O)c2cc3cc(Cl)ccc3[nH]2)CC(C)O1 (centres undefined) | i | -2 | -25
CCN(C(=O)COC(=O)c1c(NC(C)=O)sc(C)c1C)C1CCS(=O)(=O)C1 (centres undefined) | i | 11 | -31
Cc1nc(NCCc2ccccc2F)c(C#N)c(C)c1[N+](=O)[O-] | i | 28 | -40
CCCc1cc(C(=O)N2CCC(N3CCC(C(=O)NC(C)C)CC3)CC2)n(C)n1 | i | 5 | -1
O=C(Nc1nc2cc3c(cc2s1)OCCO3)c1ccco1 | i | 36 | 7
Further results follow.
SMILES | CHT allo act | OX1R antag-1 | OX1R antag-2
CCN(CCO)Cc1csc2ccc(Cl)cc12 | i | -2 | -3
CCOc1ccccc1CN1CCNC(=O)C1CC(=O)NCc1cc(C)n(C)n1 (centres undefined) | i | 15 | -18
CNc1nc(OCCNC(=O)Nc2ccccc2)nc(N2CCOCC2)n1 | i | 7 | -4
O=C(COC(=O)c1cccnc1Cl)c1cccc(Cl)c1 | i | 12 | 0
Cn1c2ccccc2c(=O)c2cc(C#CC3(O)CCCCC3)ccc21 | i | 40 | -31
CCn1c(-c2c(Cl)c(C)nn2C)n[nH]c1=S | i | 3 | -8
CSc1c(CC(=O)NCCO)n(C)c2ccccc12 | i | 6 | 1
CCN1CCc2c(OCC(=O)Nc3cccc(C)c3C)cccc2C1=O | i | 9 | -20
COC(=O)c1ccc2c(=O)n(Cc3ccc4c(c3)OCO4)c(SCC(=O)N3CCCC3)nc2c1 | i | 2 | -33
CC1CC(=O)Nc2ccccc2N1C(=O)Nc1ccccc1 (centres undefined) | i | 4 | -9
CCN1CCN(C(=O)C2CCN(c3nnc(-n4c(C)ccc4C)s3)CC2)CC1 | i | 11 | -1
O=C(Nc1nnc(-c2ccccc2F)s1)c1cccnc1 | i | 11 | -1
CCCCCCC1CC(CCC(=O)Nc2ccc([N+](=O)[O-])cc2)C(=O)O1 (centres undefined) | i | 9 | -16
Nc1ncc(-c2ccccc2)c(-c2ccc(OCc3ccccc3)cc2O)n1 | i | 19 | -19
O=C(Nc1c(C(=O)N2CCN(c3ccccn3)CC2)oc2ccccc12)c1ccc([N+](=O)[O-])cc1 | i | 3 | -22
COCC(=O)N1CCC(Oc2ccc(C(=O)NC(C)c3nc(C)sc3C)cc2)CC1 (centres undefined) | i | 6 | -6
Cc1cccc(C)c1NC(=O)CCCN1CC(C)OC(C)C1 (centres undefined) | i | 9 | 0
CCS(=O)(=O)N1CCN(c2ccc([N+](=O)[O-])c(NCC3CCCO3)c2)CC1 (centres undefined) | i | 40 | -24
Cc1n[nH]c(C)c1S(=O)(=O)N1CCCC(C(=O)N2CCN(c3ccc(Cl)cc3)CC2)C1 (centres undefined) | i | 13 | -19
CC(=O)Nc1ccc(/C(C)=N/Nc2nc(Nc3ccccc3)nc(N3CCOCC3)n2)cc1 | i | 11 | -42
CCOC(=O)c1cnc(-n2nc(C)cc2C)nc1NNc1nc(-c2ccccc2)cc(-c2ccccc2)n1 | i | 1 | -21
CCOc1cc(C)c(Cl)cc1S(=O)(=O)N1CCCC1 | i | 6 | -24
Cc1ccc(NC(=O)CCC(=O)NNC(=O)COc2ccc([N+](=O)[O-])cc2)cc1C | i | 10 | -14
CC1CCCCC1NC(=O)CN1CCC(O)(c2ccc(F)cc2)CC1 (centres undefined) | i | 8 | -5
Cc1cccc(C)c1NC(=O)C(NS(=O)(=O)c1cccs1)c1ccccc1 (centres undefined) | i | 23 | -13
O=C1COc2ccc(C(=O)COC(=O)c3ccc4ccccc4n3)cc2N1 | i | 19 | -8
COc1ccc(OCc2cc(C(=O)NC3CCOC(C)(C)C3)no2)c2ccccc12 (centres undefined) | i | 39 | -13
Cc1ccc(C2=NN(C(=O)CCC(=O)O)C(c3cccc([N+](=O)[O-])c3)C2)cc1 (centres undefined) | i | 3 | 0
O=C(CCc1nnc(Cc2ccc(-c3ccccc3)cc2)o1)N1CCCC1 | i | 4 | -1
CC(OC(=O)CNC(=O)c1cccc(F)c1)C(=O)NC1CCCCC1C (centres undefined) | i | 5 | -21
CN1OC(c2ccccc2)=C(CO)C1c1ccccc1 (centres undefined) | i | 16 | -20
CCOC(=O)C1C(=O)C(C(C)=O)C(=O)CC1CC(C)SCC (centres undefined) | i | -1 | -31
COc1ccc(-c2cn3cccnc3n2)cc1NS(=O)(=O)c1ccccc1 | i | 14 | 3
CCCCn1c2nc3ccccc3nc2c2c(=O)n(-c3ccccc3)cnc21 | i | 1 | -9
CN1C(=O)C(=O)/C(=C(/O)c2ccc(Br)cc2)C1c1ccc(F)cc1 (centres undefined) | i | 11 | -18
COc1ccc(NC(=O)NN(C(=O)c2ccccc2)C(C)(C)C)cc1 | i | 18 | -3
COc1ccc(Cc2nnc(NC(=O)CS(=O)(=O)c3ccccc3)s2)cc1OC | i | 14 | 0
COc1ccccc1NS(=O)(=O)c1ccc(NC(=O)CCNC(=O)c2ccco2)cc1 | i | 8 | -14
COc1nc(OC)nc(Oc2ccc([N+](=O)[O-])cc2Cl)n1 | i | 34 | -11
O=C(c1cccc(C(F)(F)F)c1)N(c1ccccn1)C1CCCCC1 | i | 20 | -26
CC(=O)Nc1ccc(S(=O)(=O)NCC(=O)OCC(=O)N2CCCc3ccccc32)cc1 | i | 0 | -13
CC(=O)Nc1ccc(C2=NN(Cc3nnc(-c4ccccc4)o3)C(=O)SC2)cc1 | i | 17 | -13
Cc1n[nH]c(C)c1CN(C)C(=O)C1CCC(=O)N(CC2CCCCC2)C1 (centres undefined) | i | 22 | -12
Cc1nn(C)c(C)c1S(=O)(=O)N1CCC(C(=O)NC(C)c2ccccc2)CC1 (centres undefined) | i | 6 | -21
COc1ccc(-c2csc(NC(=O)CN3C(=O)NC4(CCCC4)C3=O)n2)cc1OC | i | 16 | -32
CNC(=O)CSc1nc(-c2ccccc2)c(-c2ccccc2)[nH]1 | i | 12 | -12
N/C(=N\NS(=O)(=O)c1ccc(Cl)cc1)c1ccccn1 | i | 10 | -16
O=C(c1ccc(=O)oc1)N1CCN(C(c2ccccc2)c2ccccc2)CC1 | i | 8 | -10
CCc1ccc(NC(=O)C/C(C)=N/NC(=O)COc2ccc(C)cc2Br)cc1 | i | 15 | -31
O=S(=O)(NC1CCN(Cc2ccccc2)CC1)c1cccc2cccnc12 | i | 5 | -22

Arranged by value in OX1R antag-1 (falling): some entries from above
SMILES	OX1R antag-1
CC(=O)Nc1ccc(C2=NN(Cc3nnc(-c4ccccc4)o3)C(=O)SC2)cc1	17
COc1ccc(-c2csc(NC(=O)CN3C(=O)NC4(CCCC4)C3=O)n2)cc1OC	16
CCc1ccc(NC(=O)C/C(C)=N/NC(=O)COc2ccc(C)cc2Br)cc1	15

(list continues)
SMILES | CHT allo act | OX1R antag-1 | OX1R antag-2
Cc1ccc(S(=O)(=O)NCC2CCC(C(=O)NCc3ccco3)CC2)cc1 (centres undefined) | i | 14 | 2
COc1cc(/C=N/NC(=O)c2cccc(S(=O)(=O)N3CCCCC3)c2)cc(Br)c1O | i | 28 | -14
CCN(CC)c1ccc(C(=O)c2cnc(/N=C/N(C)C)s2)cc1 | i | 67* | -14
O=C(c1cnn2c(C(F)F)cc(-c3ccccc3)nc12)N1CCc2ccccc2C1 | i | 13 | -34
Cc1cc(NC(=O)CSc2ccc(F)cc2)no1 | i | 7 | -13
COc1ccc(C(=O)NCc2nnc(SCC(=O)NC3CCCCC3)o2)cc1 | i | 4 | -4

Sorted by number of heavy atoms (lowest first): some entries from above
SMILES | CHT allo act | OX1R antag-1 | OX1R antag-2
CSc1c(CC(=O)NCCO)n(C)c2ccccc12 | i | 6 | 1
O=C(Nc1nnc(-c2ccccc2F)s1)c1cccnc1 | i | 11 | -1
CNC(=O)CSc1nc(-c2ccccc2)c(-c2ccccc2)[nH]1 | i | 12 | -12
CC/C(=N/NC(=O)CCC(=O)Nc1ccccc1OC)c1ccccc1 | i | 8 | -12
COc1cc(NC(=O)Cc2cccc3ccccc23)c(C(=O)O)cc1OC | i | -9 | -1
COc1cc(/C=N/NC(=O)c2cccc(S(=O)(=O)N3CCCCC3)c2)cc(Br)c1O | i | 28 | -14
C=C(C)C(=O)Nc1cccc(C2=NOC3(C2)C[C@@H](C(N)=O)N(C(=O)c2cc([N+](=O)[O-])cc([N+](=O)[O-])c2C)C3)c1 (some centres undefined) | i | 23 | -24
